Bioassay records as filed in PubChem BioAssay.
KB-V1 MDR tox – KB-V1 MDR subline cytotoxicity; KB-V1 MDR cells viability, CellTiter-Glo, 72 h; Potency, µM (doses to about 46.1 µM), without a hit: at the top dose activity change, negative = cytotoxicity, hits mostly cytotoxic; hit rate 3.4% among 400,000; AID 1347076; further: potency means the concentration at half of the fitted maximal effect; on the % scale 0 is the no-effect control and ±100 the full control effect; nearly all actives have a fitted effect of over 60% in size
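qHTS viability screen in drug-selected KB-V1 MDR cells: 72 h compound treatment at 37 degrees C, ATP luminescence end point.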
D3 antag – blocks the human D3 dopamine receptor | hit rate 2.5% among 360,000 | D3R cells, DiscoveRx beta-arrestin luminescence, antagonist mode; active compounds read low | max response, negative = inhibition, % | P35462; in the data active means max response below about -50%; inconclusive means no clear call, values can overlap the other calls; further: on the % scale 0 is the no-effect control and ±100 the full control effect; mostly tested at two doses, the higher about 12 µM
Target sequence (P35462 whole entry, looked up): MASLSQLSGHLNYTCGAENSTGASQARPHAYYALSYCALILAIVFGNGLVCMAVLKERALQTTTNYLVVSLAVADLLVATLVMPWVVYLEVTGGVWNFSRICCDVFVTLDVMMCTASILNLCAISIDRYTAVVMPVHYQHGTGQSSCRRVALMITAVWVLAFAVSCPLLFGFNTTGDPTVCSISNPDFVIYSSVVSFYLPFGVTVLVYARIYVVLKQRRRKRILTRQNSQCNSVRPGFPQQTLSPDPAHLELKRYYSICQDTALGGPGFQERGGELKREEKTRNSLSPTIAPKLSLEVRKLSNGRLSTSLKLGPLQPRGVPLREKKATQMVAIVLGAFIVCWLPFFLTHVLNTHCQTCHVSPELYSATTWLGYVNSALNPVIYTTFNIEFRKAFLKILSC
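Cells plated overnight at 1500 cells/well, then exposed to library compounds with dopamine controls for 90 minutes at 37 degrees C. DiscoveRx reagent added for 30–60 minutes at room temperature; luminescence read, quantitative HTS format.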
GLP-1R agonist – GLP-1 receptor (human) agonism. hit rate 0.007% among 380,000. HEK293 GLP-1R CRE-luciferase, luminescence, 4-6 h; cells express a hypersensitive GLP-1R form. Potency, µM (doses to about 45.6 µM), for inactives: top-dose activation, most hits filed as activators; further: potency means the concentration at half of the fitted maximal effect; % of control where 0% means no effect
Target sequence (P43220 whole entry, looked up): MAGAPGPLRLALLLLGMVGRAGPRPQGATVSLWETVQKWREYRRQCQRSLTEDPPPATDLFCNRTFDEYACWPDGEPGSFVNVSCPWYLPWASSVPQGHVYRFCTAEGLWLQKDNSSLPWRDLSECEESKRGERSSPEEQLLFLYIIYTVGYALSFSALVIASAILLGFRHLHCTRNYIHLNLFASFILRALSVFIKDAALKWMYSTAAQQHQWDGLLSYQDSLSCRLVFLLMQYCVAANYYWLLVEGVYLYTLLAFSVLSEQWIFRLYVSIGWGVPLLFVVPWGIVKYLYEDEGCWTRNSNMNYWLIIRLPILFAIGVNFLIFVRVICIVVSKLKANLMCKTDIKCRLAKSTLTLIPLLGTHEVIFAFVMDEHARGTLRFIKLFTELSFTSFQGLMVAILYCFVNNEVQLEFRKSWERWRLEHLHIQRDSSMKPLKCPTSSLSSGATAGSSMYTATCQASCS
HT1080-NT tox – kills 2HG-producing HT-1080-NT fibrosarcoma cells; AID 686970; HT-1080-NT fibrosarcoma viability, CellTiter-Glo ATP luminescence, 48 h; Potency, µM (top dose mostly 46.1 µM), for inactives: at the top dose activity, negative = less viability, actives largely listed as cytotoxic; hit rate 1.6% among 360,000;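 further: NT is the 2HG producing partner of a matched IDH1 knockdown line; potency means the concentration at half of the fitted maximal effect; 0% = DMSO-treated cells and -100% = media-only wells without cells; nearly all actives have a fitted effect of over 55% in size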
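Read-out is CellTiter-Glo luminescence after 10 minutes at room temperature, following 48 hours' compound treatment of HT-1080-NT cells (750 cells/well, RPMI, 5% FBS, 37 degrees C).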
IL1B secr inh – inflammasome signaling inhibition, IL-1 beta readout; AID 743279; activity change, % at 57.5 µM; hit rate 4.7% among 360,000; THP-1 LPS/ATP IL-1B secretion, AlphaLISA, 16 h; active compounds read low; in the data active means activity change below about -50%; inconclusive means mostly about -30% to -49%; further: on the % scale 0 is the no-effect control and ±100 the full control effect
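THP-1 cells pretreated 1 hr with compounds (up to 57.5 uM final), then stimulated with LPS (250 ng/mL final) plus ATP (1.25 mM final); secreted IL-1B measured by AlphaLISA after 16 hr, decreased signal indicating inhibition.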
D3 ag – D3 dopamine receptor (human) agonism; hit rate 0.58% among 410,000; AID 652048; D3R DiscoveRx beta-arrestin cells, luminescence, 90 min; max activation, %; P35462; in the data active means max activation above about 30%; further: 0% is about no effect; mostly tested at two doses, the higher about 12 µM
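Cells at 1500/well, incubated overnight, then treated with pinned compounds (dopamine as control) for 90 min at 37 degrees C. DiscoveRx reagent added for 30 - 60 minutes at room temperature; luminescence read.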
KB-3-1 tox – KB-3-1 parental cell cytotoxicity; KB-3-1 viability, CellTiter-Glo ATP luminescence, 72 h; Potency, µM (series often up to 46.1 µM), without a hit: at the highest dose activity change, negative = cytotoxic, hits mostly cytotoxic; hit rate 1.4% among 400,000; AID 1347075; further: potency means the concentration at half of the fitted maximal effect; on the % scale 0 is the no-effect control and ±100 the full control effect; nearly all actives have a fitted effect of over 60% in size
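Using CellTiter-Glo luminescence, growth of non-resistant KB-3-1 adenocarcinoma cells is assessed 72 h after pin-tool compound addition at 37 °C. Normalized responses across the concentration series yield fitted curves.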
HT1080 IDH1KD tx – kills HT-1080 cells with IDH1 knockdown; AID 686971; hit rate 2% among 360,000; Potency, µM (highest dose often 46.1 µM), for inactives: at the highest dose activity, negative = toxicity, usual class: cytotoxic; HT-1080 IDH1 knockdown viability, ATP luminescence, 48 h;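 further: potency means the concentration at half of the fitted maximal effect; 0% = DMSO wells and -100% = cell-free medium wells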
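% activity derives from luminescence (CellTiter-Glo), normalised to DMSO and no-cell wells. HT-1080-IDH1KD cells, 750/well, had 48 h compound exposure at 37 °C.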
SW480 rereplic – DNA re-replication induction in SW480 cells; hit rate 1.8% among 340,000; AID 624297; Potency, µM (series often up to 46.1 µM), without a hit: at the top dose re-replication activation, hits mostly activators; SW480 DNA re-replication, Hoechst DNA content imaging, 48 h; further: potency means the concentration at half of the fitted maximal effect; % of control where 0% means no effect; nearly all actives have a fitted effect of over 55% in size
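SW480 cells exposed to compounds for 48 hr at 37 C, 5% CO2, then Hoechst-stained 40 min. Nuclear DNA content imaged by fluorescence scanning (405 nm excitation, 500-530 nm emission); re-replication scored as increased high-intensity nuclei.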
The depositor's hits bear a star; u = inconclusive; x = not tested or not shown; [ ] = another dose, or the depositor's remark. Unless noted, the call rests on the fitted dose curve; in most records, active means well fitted curve in the direction sought with a large enough effect; inconclusive means small, poorly fitted or top-dose-only effect, or another doubt; inactive means no such curve, though single readings can be large; an effect the other way counts as inactive or inconclusive.

SMILES	KB-V1 MDR tox	D3 antag	GLP-1R agonist	HT1080-NT tox	IL1B secr inh	D3 ag	KB-3-1 tox	HT1080 IDH1KD tx	SW480 rereplic
COc1ccc(S(=O)(=O)N2CCCC2=O)cc1N(C)S(C)(=O)=O	14%	-11	-3%	0%	25	5	1%	0%	-22%
CC(CN1CCCC(C(N)=O)C1)c1ccccc1 (stereo not given)	7%	19	2%	8%	-2	-6	-12%	6%	-14%
COc1ccc(CN2C(=O)N(c3ccc(OC)cc3)C(=O)C2CC(=O)Nc2ccccc2)cc1 (stereo not given)	u	-7	8%	-12%	-4	-4	13%	-6%	2%
COc1ccc(CN(C)C(=O)c2sccc2-c2ccccc2)c(OC)c1	1%	2	17%	-13%	u	3	-2%	-18%	3%
CCOCCCNC(=O)c1cc2c(-c3ccc(Cl)cc3)nn(C)c2s1	-18%	7	-2%	-1%	-17	3	-18%	u	18%
Cc1n[nH]c(C)c1S(=O)(=O)N1CCN(S(=O)(=O)c2cccc(F)c2)CC1	7%	9	-9%	4%	-15	-1	-7%	5%	-6%
O=C(O)c1cccc(S(=O)(=O)Nc2ccc(S(=O)(=O)N3CCOCC3)cc2)c1	-6%	-4	1%	12%	1	0	7%	1%	-10%
O=C(CN1C(=O)NC(Cc2c[nH]c3ccccc23)C1=O)Nc1cccc(S(=O)(=O)N2CCCC2)c1 (stereo not given)	-14%	-7	-2%	0%	11	-8	-3%	-13%	0%
CNc1c(-n2cc(C(=O)OC)c(C(=O)OC)c2C(=O)OC)c(=O)n(C)c(=O)n1C	-16%	15	-8%	-2%	8	-5	-14%	6%	-1%
CCc1nc2ccc(C(=O)NCCc3c[nH]c4ccccc34)cn2c1N(C=O)CCC(C)C	0%	-1	0%	u	u	-19	0%	-30%	x
COc1ccc(C2=NN(C(=O)c3cccs3)C(c3ccc(OC)cc3)C2)cc1 (stereo not given)	u	-7	1%	5%	u	-6	-14%	5%	u
Cc1ccc(C(=O)N2CCN(S(=O)(=O)c3ccc(C)c([N+](=O)[O-])c3)C2)cc1	u	4	7%	1%	1	-3	3%	6%	1%
OCC[C@H]1C[C@H](O)[C@@H](O)[C@@]2(CCc3ccccc3CO2)O1	8%	15	-1%	28%	25	3	4%	11%	-12%
Cc1ccc(C(=O)OCC(=O)NC(C)C2CC3CCC2C3)cc1N (stereo not given)	-2%	-1	12%	4%	14	2	6%	2%	3%
NNC(=O)COc1ccc(C2SCCS2)cc1	-15%	-23	1%	-1%	15	-8	2%	2%	1%
O=C(Nc1ccc(S(=O)(=O)N2CCCC2)cc1Cl)C1=COCCO1	-12%	8	-4%	-5%	29	0	5%	-7%	-3%
COCCCNC(=O)COC(=O)c1ccc(-c2nc3ccccc3s2)s1	1%	5	-3%	-18%	21	-1	u	-2%	1%
O=C(NC(=S)N1CCc2ccccc21)c1ccccc1	u	-7	-14%	-16%	16	-4	u	-17%	6%
O=C(CSc1ncn[nH]1)Nc1ccc(Br)cc1Br	u	-17	-1%	-4%	-54*	2	-14%	-18%	1%
Cc1ccccc1C(=O)Nc1ccc2c(c1)OCO2	0%	3	-39%[inhibitor]	-7%	u	-14	-20%	-2%	0%
Cc1ccc(O)c(NC(=O)c2ccc3c(c2)C(=O)N(CC(C)C)C3=O)c1	3%	23	-2%	4%	19	1	0%	-3%	4%
Cc1cccc(Cn2c(N3CCCCC3C)nc3c2c(=O)[nH]c(=O)n3C)c1 (stereo not given)	u	0	9%	-5%	-12	-1	-3%	-2%	-6%
Cc1nc(C)c(-c2csc(NCc3ccco3)n2)s1	u	-14	17%	-1%	-5	-4	-3%	-1%	8%
O=C(CCNS(=O)(=O)c1c(Cl)cccc1Cl)N1CCCC1	6%	-17	-6%	4%	19	4	10%	1%	3%
CCn1c(CNc2nc(-c3ccccc3)cs2)nnc1SCC(=O)NCc1ccccc1	-7%	3	1%	1%	-20	-10	1%	-12%	1%
SMILES	KB-V1 MDR tox	D3 antag	GLP-1R agonist	HT1080-NT tox	IL1B secr inh	D3 ag	KB-3-1 tox	HT1080 IDH1KD tx	SW480 rereplic
COc1cc(C(=O)C(=O)N2CCN(c3ccc(C)cc3)CC2)cc2ccccc12	u	19	x	6%	-3	10	-6%	u	x
Cn1nnnc1Sc1ncnc2scc(-c3ccc([N+](=O)[O-])cc3)c12	-6%	x	-12%	x	x	x	u	x	21%
COc1cccc(CSc2nnc(-c3ccncc3)n2N)c1	1%	12	1%	16%	4	3	9%	13%	-10%
CCC1CCCCN1CCCNC(=O)CC1Oc2ccccc2NC1=O (stereo not given)	17%	-1	2%	-9%	8	-14	-11%	3%	u
COCCCNCC(O)C(F)(F)F (stereo not given)	10%	7	-2%	0%	25	0	0%	-9%	-38%[inhibitor]
CC(C)n1c(=O)c2ccccc2n1Cc1cn(CCc2c[nH]c3ccccc23)nn1	u	-15	3%	23%	4	-7	0%	-7%	x
Cc1cc2cc(CN(CCCN3CCOCC3)C(=O)NC3CCCCC3)c(=O)[nH]c2cc1C	u	-7	0%	u	u	-37	5%	u	3%
CCC(=O)Nc1cc(=O)[nH]c2ncnn12	0%	-19	-1%	-2%	26	-4	2%	-6%	-3%
C=CC(=O)N1CCCC(Nc2nc(Nc3ccc(N(C)C(=O)CC)cc3C)nc3nc[nH]c23)C1 (stereo not given)	2%	-27	0%	5%	-4	-2	1%	1%	5%
Cc1ccc(C2CCN(C(=S)NC(C)C)C2)cc1 (stereo not given)	-8%	2	8%	0%	-22	10	-3%	-13%	-6%
CC1=C(C(=O)Nc2ccccc2)C(c2ccco2)NC(=S)N1 (stereo not given)	u	10	-4%	5%	-1	-3	14%	11%	2%
CN(c1nc2c(c(=O)n(C)c(=O)n2C)n1CC(=O)c1ccccc1)C1CCCCC1	u	20	18%	-6%	-1	9	0%	-1%[9.24 µM]	-10%
OC(c1ccc(F)cc1)c1ncc(-c2cccc3ccccc23)[nH]1 (stereo not given)	-5%	-23	-5%	-25%	-3	-9	0%	-5%	x
CSCC[C@H](NC(=O)OCc1ccccc1)C(=O)O	0%	14	3%	4%	29	3	1%	2%	-4%
CCOC(=O)c1cc(NC(=O)c2cccnc2)ccc1N1CCOCC1	-1%	6	5%	0%	23	4	18%	4%	-4%
C[C@H](CO)N1C[C@H](C)[C@@H](CN(C)C(=O)Nc2ccc(C(F)(F)F)cc2)Oc2ccc(NC(=O)C3CC3)cc2C1=O	0%	-10	2%	-2%	-8	9	0%	2%	u
CCc1ccc(NC(=O)Nc2ccon2)cc1	23%	5	10%	16%	u	1	-3%	23%	-9%
CCn1c(SCC(=O)Nc2ccc(C(C)=O)cc2)nc2nc3c(cc2c1=O)COC(C)(C)C3	5%	24	15%	-2%	-21	7	4%	-2%	-17%
CCN(CC)C(=O)C1CCCN(Cc2ccccc2F)C1 (stereo not given)	u	-14	3%	20%	-6	-3	1%	9%	-13%
CCc1ccc(/C=C2\SC(=S)N(CCCC(=O)Nc3ccccn3)C2=O)cc1	u	0	-2%	6%	-13	9	u	6%	-3%
CC1(C)CC(=O)C2=C(C1)OC(N)=C(C#N)[C@@H]2c1ccccc1[N+](=O)[O-]	-3%	20	7%	-13%	-13	-12	12%	15%	0%
COc1cc(Cl)c(C)cc1NC(=O)c1cn(CC(C)C)c(=O)c2cc(OC)c(OC)cc12	-3%	x	1%	x	x	17	10%	x	x
O=C(c1cc[n+]([O-])cc1)N1CCCC(N2CCN(c3cccc(C(F)(F)F)c3)CC2)C1 (stereo not given)	0%	6	-2%	-12%	0	-32	0%	-8%	-2%
CNc1ncc(C(=O)c2ccc(Cl)cc2)s1	-2%	-22	-3%	8%	4	-3	7%	1%	-8%
O=C(NC1CCCC1)c1cc(-c2ccc(Cl)cc2Cl)on1	7%	3	4%	10%	-21	1	-10%	8%	-15%
SMILES	KB-V1 MDR tox	D3 antag	GLP-1R agonist	HT1080-NT tox	IL1B secr inh	D3 ag	KB-3-1 tox	HT1080 IDH1KD tx	SW480 rereplic
Cc1ccc(C)c(OCCC(=O)OCc2csc(CC(=O)Nc3ccccc3C)n2)c1	6%	12	-1%	4%	14	20	2%	8%	-5%
N#Cc1ccccc1OCC(=O)NNC(=O)CCC1CCCC1	4%	17	-2%	3%	20	3	u	8%	-7%
Cc1nn(Cc2cccc(F)c2)c(C)c1NC(=O)c1ccc(COc2ccccc2Cl)cc1	2.6µM*	11	3%	2µM*	0	19	7%	u	27%
C(=C\c1ccccc1)/CN1CCN(C(CCc2ccccc2)c2nnnn2C2CCCC2)CC1 (stereo not given)	-19%	-116*	2%	u	u	-17	u	u	x
C[C@]12CC[C@H](O)CC1=C[C@H](O)C1C2CC[C@@]2(C)C1CC[C@@]2(O)C#Cc1ccc(CN)cc1 (stereo not given in full)	15%	3	18%	-3%	11	7	-2%	-10%	6%
COc1ccc(CCN2CC(C(=O)NCc3cccc(F)c3)CCC2=O)cc1 (stereo not given)	-2%	28	2%	10%	5	1	0%	11%	x
O=C(O)c1cc(S(=O)(=O)Nc2ccc3cn[nH]c3c2)ccc1O	-9%	5	-6%	1%[9.24 µM]	56	-2	-17%	-1%	-12%
Cc1nc2c(C#N)cnn2c2c1CCN(Cc1ccccc1)N2C	-27%	-6	8%	-7%	-5	-2	4%	-8%	-16%
CC1=CC(C)(C)N(C(=O)CSc2nnc(N)s2)c2cc(C)c(C)cc21	12µM*	-2	12%	-4%	0	-6	0%	-3%	-4%
